Compound activity from PubChem.
TPT1 inh = blocks Candida albicans tRNA 2'-phosphotransferase; recombinant caTPT1, FP RNA substrate dephosphorylation; inhibition, % at 5 µM; 300,000 compounds, 0.81% hits; AID 1962;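 active = inhibition above the mean of all tested compounds plus 3 SD, set per screening campaign, cut at about 24% in these data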;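 also: plate controls were DMSO alone for no effect and ferristatin control at 100 nM for full effect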
HCV core dimer = HCV core protein dimerization inhibition. inhibition, % at 5 µM. 300,000 compounds, 0.33% hits. TR-FRET GST/Flag-core106 dimerization, 1536-well;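 active = inhibition above the mean of all tested compounds plus 3 SD, set per screening campaign, cut at about 45% in these data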
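Assay system: tagged HCV core106 pair (GST and Flag); medium: KF-containing HEPES buffer, pH 7.45, DTT, CHAPS, BSA; also added: Eu donor and XL665 acceptor anti-tag antibodies; dosing: 5 µM single dose; timing: compound-protein-antibody incubation 4 h at 22.5 °C; signal: TR-FRET 671 and 617 nm emission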
CTSL1 counter = blocks F. hepatica cathepsin L1 in PFM18AAP counter-screen; recombinant F. hepatica cathepsin L1, Z-Leu-Arg-MCA fluorescence; inhibition, % at 5.96 µM; 300,000 compounds, 0.49% hits;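 active = inhibition above the mean of all tested compounds plus 3 SD, set per screening campaign, cut at about 17% in these data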;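 also: 0% = plate median of test compound wells and 100% = 1 µM Z-Phe-Ala-diazomethylketone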
JMJD2C inh = inhibitors of human GASC-1 (JMJD2C) demethylase; AID 2099; GST-JMJD2C(1-420) H3K9me3 demethylation, DELFIA europium; Q9H3R0; inhibition, % at 2.35 µM; 330,000 compounds, 0.069% hits;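 active = more than half of a compound's replicate wells show inhibition beyond 50%, single wells judged on their own value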;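 also: signal counts dimethyl H3K9 product captured on neutravidin plate; 0% = median of DMSO wells and 100% = 0.3 times that DMSO median; strong numbers were not always called active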
Target sequence (Q9H3R0 1-420 limits assumed): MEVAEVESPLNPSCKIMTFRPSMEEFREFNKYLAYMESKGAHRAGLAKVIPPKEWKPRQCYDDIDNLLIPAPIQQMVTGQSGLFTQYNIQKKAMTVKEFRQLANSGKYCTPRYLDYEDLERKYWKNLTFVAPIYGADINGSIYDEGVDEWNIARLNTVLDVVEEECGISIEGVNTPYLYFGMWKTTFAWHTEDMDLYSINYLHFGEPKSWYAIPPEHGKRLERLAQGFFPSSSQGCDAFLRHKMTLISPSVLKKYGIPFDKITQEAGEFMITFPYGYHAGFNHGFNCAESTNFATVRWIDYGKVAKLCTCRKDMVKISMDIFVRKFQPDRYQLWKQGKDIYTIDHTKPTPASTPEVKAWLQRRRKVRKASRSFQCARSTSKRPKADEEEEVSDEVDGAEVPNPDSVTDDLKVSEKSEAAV
Efflux pump inh = antifungal efflux pump inhibition, Nile Red retention; S. cerevisiae Candida pump triplex; inhibition, % at 10 µM; 330,000 compounds, 0.44% hits; AID 485275;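 active = plate passing quality check with inhibition over a set limit, or well fluorescence over plate mean plus 4 SD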;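 also: Nile Red retained in pooled yeast measured as flow cytometry median fluorescence; 0% = buffer negative control and 100% = Enniatin B positive control; higher means more Nile Red kept so more efflux inhibition; some compounds called inactive have numbers as strong as hits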
proCasp3 act = activates human procaspase-3; recombinant procaspase-3 D3A, Ac-DEVD-pNA absorbance 405 nm; P42574; 330,000 compounds, 0.11% hits; activation, % at 8.5 µM;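 active = activation above the mean of all tested compounds plus 3 SD, cut at about 21% in these data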;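 also: 0% = DMSO alone and 100% = DMSO wells spiked with extra 5 µM PC-3 D3A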
Target sequence (P42574 whole entry D9A/D28A/D175A): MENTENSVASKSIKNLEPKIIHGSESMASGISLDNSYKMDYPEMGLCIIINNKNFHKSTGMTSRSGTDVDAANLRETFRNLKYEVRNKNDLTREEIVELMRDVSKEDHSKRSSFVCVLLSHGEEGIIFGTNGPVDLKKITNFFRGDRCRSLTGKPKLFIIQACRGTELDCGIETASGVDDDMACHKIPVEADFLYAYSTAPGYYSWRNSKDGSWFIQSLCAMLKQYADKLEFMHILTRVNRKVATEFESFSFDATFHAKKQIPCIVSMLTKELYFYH
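System: Procaspase-3 D3A mutant. Medium: Zinc-free 300 mM NaCl, 50 mM HEPES, 0.01% Triton X-100. Schedule: 1 h preincubation plus 2 h reaction at 25 °C. Measured by: 405 nm absorbance of p-nitroaniline, reads at 0 and 120 min. Read-out: percent activation relative to control range.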
procasp7 counter = counter-screen for procaspase-3 activators: activators of human procaspase-7. P55210. recombinant procaspase-7, Ac-DEVD-pNA absorbance 405 nm; D23A/D198A/D206A triple mutant, cannot self-cleave; scale: DMSO 0, 5 µM enzyme 100. activation, % at 8.5 µM. 330,000 compounds, 0.093% hits. AID 463210;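 active = percent activation above the screen-wide mean plus 3 SD, cut at about 25% in these data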
Target sequence (P55210 whole entry D23A/D198A/D206A): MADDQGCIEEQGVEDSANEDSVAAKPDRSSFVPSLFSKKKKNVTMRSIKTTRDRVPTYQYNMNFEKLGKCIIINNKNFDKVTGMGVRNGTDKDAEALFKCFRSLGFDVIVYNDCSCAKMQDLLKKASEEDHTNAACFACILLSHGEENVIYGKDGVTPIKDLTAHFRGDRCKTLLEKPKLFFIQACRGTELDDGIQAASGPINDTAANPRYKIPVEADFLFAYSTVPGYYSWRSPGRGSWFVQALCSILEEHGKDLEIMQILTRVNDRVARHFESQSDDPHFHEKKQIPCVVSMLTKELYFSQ
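Material: Procaspase-7 triple mutant (PC-7 D3A) | Quantity: 2 µM procaspase-7 mutant as dispensed | Reagent: DEVD-pNA substrate | Times: 1 h preincubation, 2 h reaction | Technique: 405 nm absorbance of p-nitroaniline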
PP1 inh = blocks human PP1-alpha phosphatase, a PP5 counter-screen; 320,000 compounds, 0.9% hits; inhibition, % at 6.7 µM; P62136; AID 2235; purified PP1alpha, OMFP fluorescence;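 active = inhibition above the mean inhibition of all tested compounds plus 3 SD, computed separately for each screening campaign, cut at about 15% in these data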
PP5 primary = PP5 (human) phosphatase inhibition | 320,000 compounds, 0.18% hits | AID 1987 | purified PP5c, OMFP substrate fluorescence | P53041 | inhibition, % at 6.7 µM;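 active = inhibition above the campaign's mean inhibition across all tested compounds plus 3 SD, cut at about 9.5% in these data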;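 also: 0% = DMSO only and 100% = 100 µM cantharidin control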
Active calls of the source: *; . = not tested or not shown; & = joins results of further samples.

entry	canonical_smiles	TPT1 inh	HCV core dimer	CTSL1 counter	JMJD2C inh	Efflux pump inh
1	Cn1cncc1C#Cc1ccc2cc(CCCO)oc(=O)c2c1	.	.	.	8	-0.2
2	Cc1ccc(NC2=C(Cl)C(=O)OC2OC(=O)c2ccccc2)c(C)c1 (stereo not given)	-1	2	-8	37	0.1
3	Cc1ccc(OCCSc2cc(C)nc(N)n2)cc1	-4	-6	-2	8	-0.3
4	Cc1ccc2cc(C#N)c(N3CCN(C)CC3)nc2c1	0	-6	-1	-9	0.1
5	COc1cnc(SCc2c(Cl)cccc2Cl)nc1Cl	2	-2	-1	0	0.1
6	COc1cccc(-c2cc(=O)c3cc(NC(=O)c4ccc(Cl)cc4)ccc3[nH]2)c1	-2	-2	-3	-11	-0.1
7	CN(C)S(=O)(=O)c1cc(NC(=O)CN2CCN(c3ccccc3)CC2)ccc1Cl	0	-5	-1	2	-0.1
8	Cc1nn(Cc2ccccc2Cl)c2sc(C(=O)NCCCn3ccnc3)cc12	-5	0	0	55	0.1

entry	proCasp3 act	procasp7 counter	PP1 inh	PP5 primary
1	8	4	-2	0.5
2	-2	-17	1	3.2
3	2	-1	1	3.7
4	3	-2	-5	2.7
5	2	-4	2	2.6
6	7	-13	3	-1.4
7	0	-7	1	0.7
8	-6	7	1	2.6

The list goes on, starting with the last 2 of the part before.
entry	canonical_smiles	TPT1 inh	HCV core dimer	CTSL1 counter	JMJD2C inh	Efflux pump inh
7	CN(C)S(=O)(=O)c1cc(NC(=O)CN2CCN(c3ccccc3)CC2)ccc1Cl	0	-5	-1	2	-0.1
8	Cc1nn(Cc2ccccc2Cl)c2sc(C(=O)NCCCn3ccnc3)cc12	-5	0	0	55	0.1
9	COC(=O)C(C)Sc1ncnc2c1c(-c1ccccc1)cn2-c1ccc(OC)cc1 (stereo not given)	-2	3	2	-2	0.3
10	C=CCSC1=N/C(=C\c2cc(OC)c3c(c2)OCO3)C(=O)S1	-6	20	0	4	-0.1
11	CC(=O)Nc1ccc(S(=O)(=O)N2CCN(C3CCCCCCC3)CC2)cc1	0	1	0	-28&26	-0.1
12	O=C(CN1C2CCCC1CC(NC(=O)c1ccco1)C2)Nc1ccccc1 (stereo not given)	1	10	3	1	0.1
13	COc1ccc(CNCCC2(Cc3ccccc3)CC(C)N(C)CC2C)cc1OC (stereo not given)	0	-2	0	10	0.1
14	O=C(Nc1ccc(O)c(C(=O)O)c1)Oc1ccccc1	-2	0	-1	10	0.5
15	CCCCOC(=O)c1cc(=O)[nH]c2ccc(C)cc12	9	2	0	-4	0.2
16	CCc1nnc(NC(=O)C2CCCCN2S(=O)(=O)c2ccccc2)s1 (stereo not given)	2	2	1	21	-0.1

entry	proCasp3 act	procasp7 counter	PP1 inh	PP5 primary
7	0	-7	1	0.7
8	-6	7	1	2.6
9	4	1	-1	0.6
10	-10	-15	1	-3.4
11	6	0	-2	4.0
12	7	8	-6	-0.9
13	1	5	-3	-3.1
14	-8	7	-1	0.6
15	-2	5	2	3.5
16	4	-9	-1	-0.8

Remaining list, next part:
entry	canonical_smiles	TPT1 inh	HCV core dimer	CTSL1 counter	JMJD2C inh	Efflux pump inh
17	CCN1CCc2c(C#N)c(NCc3ccccc3)nc(N(CC)CC)c2C1	-1	-4	6	10	-0.2
18	O=c1c2cc([N+](=O)[O-])cc([N+](=O)[O-])c2[nH]n1-c1ccccc1	-2	-65	2	-1	-0.1
19	CCN(CC(=O)NCc1cccs1)S(=O)(=O)c1cccc(C(C)=O)c1	3	6	3	11	0.1
20	COc1cccc(OC)c1C(=O)Nc1cccc(S(=O)(=O)Nc2ccccc2Cl)c1	.	.	.	12	0.3
21	Cc1ccc([N+](=O)[O-])c(OCC(O)CNC(C)(C)C)c1 (stereo not given)	0	-1	-2	-9	0.1
22	CCOC(=O)[C@H]1[C@H]2COc3ccc(C)cc3[C@@H]2N2C(=O)c3cc(F)ccc3NC(=O)[C@@]12C	-5	10	-1	0	-0.2
23	CCOC(CNC(=O)C(=O)Nc1cc2c3c(c1)CCC(=O)N3CCC2)OCC	2	-4	1	-8	0.1
24	CC(NC(=O)/C(=C/c1cccc([N+](=O)[O-])c1)NC(=O)c1ccco1)C(=O)O (stereo not given)	130*	1	-1	-10	0.0

entry	proCasp3 act	procasp7 counter	PP1 inh	PP5 primary
17	-1	12	4	3.4
18	-2	-4	2	0.1
19	-2	-2	1	-2.2
20	-4	-5	.	.
21	9	-2	-9	1.3
22	2	3	2	2.7
23	-3	-5	-1	0.1
24	-6	10	-4	-1.5

Next records
entry	canonical_smiles	TPT1 inh	HCV core dimer	CTSL1 counter	JMJD2C inh	Efflux pump inh
25	CC(/C=C/c1ccccc1)=N\NC(=O)c1cc(C)[nH]n1	-1	-14	2	-9	0.5
26	CCc1cccc(N(C)C(N)=Nc2cccc3ccccc23)c1	-1	0	1	-10	0.0
27	O=C(CSc1nnnn1C1CCCC1)Nc1cccc(NC(=O)c2ccco2)c1	2	0	0	4	-0.1
28	O=C1CCCN1c1nccs1	-1	-1	-5	18	0.0
29	CC(=O)c1sc(C(C)(C)C)cc1NC(=O)/C=C/C(=O)O	1	12	0	11	0.0
30	NC1=NC(c2ccc(Cl)cc2)n2c(nc3ccccc32)N1 (stereo not given)	-1	7	-4	4	0.1
31	Cc1ccc(O)c(-c2cc(C(=O)NCc3ccncc3)[nH]n2)c1	-1	-2	-2	1	-0.1
32	CC(=O)N/C(=N\c1nc(C)cc(C)n1)Nc1ccc(Cl)cc1Cl	4	-10	-1	3	0.0

entry	proCasp3 act	procasp7 counter	PP1 inh	PP5 primary
25	1	6	-5	-0.4
26	4	-1	-2	-2.8
27	-2	-6	-4	-0.8
28	6	-7	-5	3.3
29	1	1	-2	-0.3
30	1	-7	1	3.6
31	-7	-1	-3	0.3
32	0	4	0	1.7

Continuation:
entry	canonical_smiles	TPT1 inh	HCV core dimer	CTSL1 counter	JMJD2C inh	Efflux pump inh
33	CC1=C(C(=O)Nc2ccccn2)C(c2cccnc2)n2nnnc2N1 (stereo not given)	2	-8	-5	-1	-0.1
34	N#CC(C#N)=C1C(=O)N(CCN2CCOCC2)c2ccccc21	-2	2	-2	-14	0.0
35	Cc1ccc(S(=O)(=O)c2c(C)nn(-c3ccccc3)c2OC(=O)c2ccc(Br)o2)cc1	1	-3	-2	4	0.3
36	Cc1nc2ccccn2c1/C(O)=C1\C(=O)C(=O)N(CCCN(C)C)C1c1ccc(F)cc1 (stereo not given)	1	-2	2	.	0.1
37	CNC(=O)c1c(NC(=O)c2ccc(S(=O)(=O)N3CCCCC3)cc2)sc2c1CCN(C(C)C)C2	29*	-1	-3	0	0.1
38	Cc1ccn2c(NC(=O)c3ccco3)c(-c3ccccc3)nc2c1	0	4	-2	-2	0.0
39	O=C(N/N=C\c1c(F)c(F)c(F)c(F)c1F)c1ccc(-c2ccccc2)cc1	1	-29	5	3	0.0
40	Cc1sc(NC(=O)CSc2nnc(C)c(=O)[nH]2)c(C#N)c1C	2	-2	2	4	0.1

entry	proCasp3 act	procasp7 counter	PP1 inh	PP5 primary
33	-5	-6	-3	3.2
34	15	1	-2	1.7
35	-3	6	-1	2.2
36	-2	7	-1	-2.9
37	7	-6	0	5.1
38	3	-7	-2	2.2
39	2	-11	-8	-2.5
40	-3	9	0	0.2

Overlap with the part before: four compounds; new compounds follow.
entry	canonical_smiles	TPT1 inh	HCV core dimer	CTSL1 counter	JMJD2C inh	Efflux pump inh
37	CNC(=O)c1c(NC(=O)c2ccc(S(=O)(=O)N3CCCCC3)cc2)sc2c1CCN(C(C)C)C2	29*	-1	-3	0	0.1
38	Cc1ccn2c(NC(=O)c3ccco3)c(-c3ccccc3)nc2c1	0	4	-2	-2	0.0
39	O=C(N/N=C\c1c(F)c(F)c(F)c(F)c1F)c1ccc(-c2ccccc2)cc1	1	-29	5	3	0.0
40	Cc1sc(NC(=O)CSc2nnc(C)c(=O)[nH]2)c(C#N)c1C	2	-2	2	4	0.1
41	COCCN(Cc1nnc(-c2cccs2)o1)C(=O)CN1C(=O)NC2(CCCCC2)C1=O	.	.	.	5	-0.1
42	CC(=O)N1c2ccc(S(=O)(=O)N3CCOCC3)cc2CC1C (stereo not given)	-1	-4	-1	2	-0.2
43	Cc1ccc(NC(=O)COC(=O)CNC(=O)c2ccc(C)s2)cc1	3	6	-18	2	-0.1
44	CCN(CC)CC#CC(O)(c1ccccc1)c1ccccc1	-3	-5	0	.	0.0
45	COCCCN1C(=O)C(=O)/C(=C(/O)c2ccc(OC(C)C)cc2)C1c1ccc(O)c(OC)c1 (stereo not given)	0	-1	11	4	-0.1
46	O=C(OCc1ccccc1)C1=NNC2C(=O)N(c3ccccc3)C(=O)C12 (stereo not given)	-4	0	2	2	0.0
47	COCCOC(=O)c1c(C)n(C)c2ccc(OC(=O)c3cccs3)cc12	-3	-3	3	-10	0.2
48	Cc1c(NC(=O)C(C)Sc2n[nH]c(N)n2)c(=O)n(-c2ccccc2)n1C (stereo not given)	-2	-13	-1	2	0.1

entry	proCasp3 act	procasp7 counter	PP1 inh	PP5 primary
37	7	-6	0	5.1
38	3	-7	-2	2.2
39	2	-11	-8	-2.5
40	-3	9	0	0.2
41	5	6	.	.
42	2	11	-3	0.0
43	3	0	-3	-2.6
44	8	7	-2	1.5
45	8	-7	8	-1.0
46	7	-2	-3	1.4
47	-3	7	-2	2.9
48	8	9	-1	2.0

Additional records
entry	canonical_smiles	TPT1 inh	HCV core dimer	CTSL1 counter	JMJD2C inh	Efflux pump inh
49	COc1ccccc1-n1nnnc1SCC(=O)N(C)C1CCS(=O)(=O)C1 (stereo not given)	.	.	.	8	0.4
50	COC(=O)C(Cc1ccc(O)cc1)N1Cc2ccccc2C1=O (stereo not given)	0	5	-3	1	-0.2
51	COc1ccccc1CCN=C(N)NS(=O)(=O)c1ccc(C)cc1	-3	-2	-1	6	0.0
52	O=C(c1cnn2c(-c3ccccc3)cc(-c3ccccc3)nc12)N1CCN(Cc2ccccc2)CC1	1	10	1	-3	0.0
53	CN(C)c1ccc(/C=C/C(=O)c2ccccc2O)cc1	68*	-7	0	1	0.2
54	CC(C)CC(=O)Nc1ccc(Nc2ccccc2)cc1	-1	-3	1	-5	-0.1
55	C=CCSc1nc2ccsc2c(=O)n1-c1ccccc1	2	4	0	7	-0.1
56	COCC(C)NS(=O)(=O)c1ccc(NC(=O)c2ccccn2)cc1 (stereo not given)	-5	-3	-2	-1	0.1
57	Cc1cc(Cl)c(S(=O)(=O)NCc2ccncc2)cc1OCC(N)=O	2	2	1	-1	0.1
58	Cc1cc(NC(=O)c2ccccc2)n(C)n1	1	1	-1	-1	-0.2

entry	proCasp3 act	procasp7 counter	PP1 inh	PP5 primary
49	-1	3	2	2.3
50	7	-7	-3	-2.5
51	1	2	4	-1.7
52	-2	1	5	1.4
53	-18	-27	1	5.4
54	-3	-6	-1	1.2
55	1	3	-2	-0.9
56	5	-1	-3	-0.2
57	-1	1	-1	-1.2
58	1	4	0	-1.1
